Screening data deposited in PubChem BioAssay by several laboratories.
SKN-1 block: suppressors of acrylamide-induced Pgst-4::GFP reporter in worms, primary screen, SKN-1 inhibitor project, whole organism, uHTS, GFP/RFP fluorescence ratio, strain VP596. AID 624304, 2012. inhibition, % at 21.8 µM. C. elegans VP596 Pgst-4::GFP/RFP ratio, 24 h. 0.49% of 360,000 active;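 active = interference check ratio from 0.5 to 1.5 plus GFP to RFP signal ratio inhibition reaching or exceeding a fixed threshold, cut at about 30% in these data, passing the limit was not always enough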; also: some compounds called inactive have numbers as strong as hits
Scp-1 inhibitor: Scp-1 phosphatase inhibitors, primary screen, biochemical, colorimetric, uHTS; Carboxy-terminal domain RNA polymerase II polypeptide A small phosphatase 1 (Homo …; Recombinant Scp1, phosphopeptide, malachite green phosphate absorbance; 0.88% of 340,000 active; inhibition, % at 20 µM;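 active = inhibition above about 50% at 20 µM, limit read from the data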;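 also: plate controls were DMSO wells with enzyme for no effect and wells lacking enzyme for full effect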
Target sequence (Q9GZU7 76-261 limits assumed): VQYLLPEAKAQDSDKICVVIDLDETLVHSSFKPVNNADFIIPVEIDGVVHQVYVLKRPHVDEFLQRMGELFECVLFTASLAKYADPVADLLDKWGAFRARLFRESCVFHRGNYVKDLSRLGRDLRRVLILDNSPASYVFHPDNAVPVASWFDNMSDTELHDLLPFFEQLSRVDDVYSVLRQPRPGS
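Assay system: SCP-1 catalytic fragment, aa 76-261 | Buffer or medium: Tris acetate buffer pH 5.5 with MgCl2 and Tween-20 | Compound: One concentration, 20 µM, with 1.0% DMSO | Also added: Phospho 17-mer peptide substrate | Signal: Absorbance at 630 nm | Incubation: 45 min enzyme reaction at room temperature | Measure: % inhibition of SCP-1 phosphate liberation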
CendR NRP1 mod: modulators of CendR peptide binding to NRP-1, primary screen, biochemical, fluorescence polarization, uHTS; FAM-RPARPAR peptide binding to NRP-1; inhibition, % at 25 µM; 0.85% of 360,000 active;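 active = inhibition or corrected inhibition above about 18%, plus a signal ratio from 0.5 to 1.5, limit read from the data, passing the limit was not always enough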; also: strong numbers were not always called active
SUMO1-SIM PPI: modulators of SUMO1 protein-protein interactions, primary screen, biochemical, uHTS. AID 602429, 2012. SUMO1 binding to a labelled peptide, TR-FRET, 1 h. 0.33% of 360,000 active. inhibition, % at 20 µM. Small ubiquitin-related modifier 1 (Homo sapiens), P63165; in the data active = inhibition above about 37%
Target sequence (P63165 whole entry, looked up): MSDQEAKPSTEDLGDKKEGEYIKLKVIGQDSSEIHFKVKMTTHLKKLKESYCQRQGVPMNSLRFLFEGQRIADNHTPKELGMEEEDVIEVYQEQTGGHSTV
DNMT1 inh: human DNMT1 methyltransferase inhibitors, primary screen, biochemical, molecular beacon, fluorescence, HinP1I cleavage, uHTS; inhibition (reported as % activation of signal), % at 10 µM; DNA (cytosine-5)-methyltransferase 1 (Homo sapiens), P26358; 0.83% of 360,000 active; in the data active = inhibition above about 50%
Neddyl block: inhibitors of cullin neddylation, primary screen, biochemical, TR-FRET, uHTS, NAE and Ubc12; 0.58% of 360,000 active; calls only at 25 µM; NEDD8-conjugating enzyme Ubc12 (Homo sapiens) + NEDD8-activating enzyme E1 regulatory …; in the data active = inhibition above about 36%
TbMetRS inhib: T. brucei MetRS inhibitors, primary screen, biochemical, luminescence. methionyl-tRNA synthetase (Trypanosoma brucei brucei). purified T. brucei MetRS, ATP depletion, Kinase-Glo luminescence. inhibition, % at 11.9 µM. 0.4% of 360,000 active. AID 624268, 2012;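 active = inhibition above a per-plate cutoff of the control wells' mean inhibition plus 3 SD, cut at about 5.5% in these data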;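 also: 0% = DMSO wells median and 100% = median of wells with control inhibitor compound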
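assay system = parasite MetRS enzyme | timing = 15 min preincubation, 2 h reaction, all 25 °C | evaluation = percent inhibition relative to median high and low control wells | medium = HEPES buffer containing pyrophosphatase, BSA, spermine, DTT | compound = single dose, 11.9 µM final nominal, 0.9% final DMSO | detection = Kinase-Glo luminescence, ATP depletion format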
STEP inh: STEP phosphatase inhibitors, primary screen, biochemical, fluorescence intensity, uHTS; Tyrosine-protein phosphatase non-receptor type 5 (Homo sapiens), P54829; recombinant STEP, OMFP fluorogenic substrate; inhibition, % at 20 µM; 0.25% of 360,000 active;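 active = inhibition at 20 µM, scaled per plate between control wells, above about 37%, limit read from the data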;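 also: 0% = DMSO with enzyme and substrate and 100% = substrate only without enzyme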
Target sequence (P54829 whole entry, looked up): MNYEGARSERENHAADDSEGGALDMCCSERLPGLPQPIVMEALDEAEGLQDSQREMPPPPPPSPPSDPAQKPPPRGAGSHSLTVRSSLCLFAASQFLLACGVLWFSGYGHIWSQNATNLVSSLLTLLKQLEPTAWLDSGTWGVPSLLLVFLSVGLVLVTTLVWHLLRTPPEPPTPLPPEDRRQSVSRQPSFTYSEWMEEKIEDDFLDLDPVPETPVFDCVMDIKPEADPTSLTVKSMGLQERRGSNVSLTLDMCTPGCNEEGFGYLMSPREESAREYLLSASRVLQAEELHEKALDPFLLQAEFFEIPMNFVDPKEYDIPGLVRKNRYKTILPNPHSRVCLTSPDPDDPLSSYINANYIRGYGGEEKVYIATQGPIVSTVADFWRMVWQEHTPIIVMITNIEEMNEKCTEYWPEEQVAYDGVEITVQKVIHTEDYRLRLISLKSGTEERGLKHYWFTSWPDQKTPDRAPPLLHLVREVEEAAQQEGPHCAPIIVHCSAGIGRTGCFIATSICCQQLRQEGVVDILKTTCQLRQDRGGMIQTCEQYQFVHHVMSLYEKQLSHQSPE
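Measure: Control-normalized % inhibition with plate pattern correction | Test system: STEP phosphatase, cell-free reaction | Medium: pH 6.0 Bis-Tris with DTT and Tween 20 | Technique: Fluorescence, 480/540 nm | Times: Reaction 20 min, ambient temperature | Doses: Single compound dose of 20 µM, 1% DMSO final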
NadD block: inhibitors of S. aureus NadD, primary screen, biochemical, colorimetric, uHTS | purified NadD enzyme, colorimetric absorbance read-out | inhibition, % at 20 µM | 0.78% of 360,000 active | Nicotinate-nucleotide adenylyltransferase NadD (Staphylococcus aureus N315); in the data active = inhibition above about 26%; also: some compounds past the cut are filed as inactive
LMPTP block: LMPTP phosphatase inhibitors, primary screen, biochemical, fluorescence intensity, uHTS | Low molecular weight phosphotyrosine protein phosphatase (Homo sapiens), P24666 | recombinant LMPTP-A, OMFP fluorogenic substrate | inhibition, % at 20 µM | 0.22% of 360,000 active;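 active = compounds that cut the enzyme signal by at least half of the control window in the single-dose screen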;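 also: plate controls were DMSO wells with enzyme plus substrate for no effect and substrate without enzyme for full effect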
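Material: LMPTP-A; amount: 0.625 nM enzyme; doses: single 20 µM dose; times: reaction 50 min, room temperature, dark; technique: fluorescence intensity of OMFP turnover product; benchmarks: no-enzyme and uninhibited controls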
The depositor's hits bear a star; i = inactive; · = no result given.

SMILES | SKN-1 block | Scp-1 inhibitor | CendR NRP1 mod | SUMO1-SIM PPI | DNMT1 inh | Neddyl block | TbMetRS inhib | STEP inh | NadD block | LMPTP block
O=c1nc2ccccc2c(NS(=O)(=O)c2ccccc2)n1-c1ccccc1 | -13 | 1 | 15 | -7 | 3 | i | -0.7 | -1 | 2 | -0.5
CS(=O)(=O)N1CCN(c2ccc([N+](=O)[O-])cc2C(F)(F)F)CC1 | -2 | -6 | 4 | -36 | 1 | i | 0.8 | -2 | -2 | -1.3
CC1(C)Cc2cccc(OCC(=O)N3CCN(c4ccccc4Cl)CC3)c2O1 | 21 | -7 | 3 | 3 | -3 | i | -0.4 | 1 | -7 | 0.5
Cc1c(OCC(=O)NCC(O)c2ccccc2)ccc2c3c(c(=O)oc12)CCC3 (stereo unspecified) | 3 | -3 | 10 | -5 | 6 | i | -0.4 | -2 | -3 | -0.9
N=c1ccn2c(n1)O[C@H]1[C@@H](CO)[C@H](O)O[C@H]12 | -6 | -6 | -8 | -3 | 3 | i | -1.5 | -5 | 1 | -1.0
Cc1ccc(NC(=O)c2cc(NC(=O)CCC(=O)O)ccc2N2CCCCC2)cc1 | 11 | -5 | -14 | 0 | 3 | i | -0.7 | 1 | -1 | -0.5
C=CC[C@@H](CC(=O)NCCO)C(=O)N[C@@H](C)COC(=O)[C@@H](CC=C)Cc1ccc(F)cc1 | -11 | -14 | 6 | 9 | 5 | i | -0.2 | -3 | -5 | -1.4
Cc1cccc(C)c1NC(=O)COC(=O)C1C2CC3OC(=O)C1C3C2 (stereo unspecified) | 11 | -8 | -7 | -4 | -2 | i | -0.1 | -1 | 6 | -2.0
CCC(CO)Oc1cc(NCc2cccc(Cl)c2)c2ncn(C(C)C)c2c1 (stereo unspecified) | 6 | 8 | -10 | -10 | -5 | i | 0.9 | 0 | 7 | 0.3
Cc1ccc(F)c(NC(=S)Nc2cccc3ccccc23)c1 | 4 | · | -2 | -18 | -12 | i | -0.2 | 1 | 2 | 0.6
CN(CC(=O)Nc1ccc(N2CCOCC2)cc1)C(=O)CC(c1ccccc1)c1ccccc1 | -6 | 7 | -4 | 3 | -1 | i | 0.7 | 0 | 1 | 1.0
COc1ccc(Cn2nnnc2C(c2ccncc2)N2CCOCC2)cc1 (stereo unspecified) | 3 | -3 | 1 | -18 | -4 | i | -0.1 | 0 | -5 | -2.3
C=CCn1c(SCC(=O)NCc2ccco2)nnc1-c1ccc2ccccc2n1 | 8 | 33 | -23 | 6 | 4 | i | -0.8 | -2 | 1 | 1.9
O=[N+]([O-])c1ccc2cn(-c3ccccc3)nc2c1 | 57* | -4 | -4 | -26 | 0 | i | -0.8 | -1 | -4 | -0.9
Cc1ccccc1Nc1nc(N)nc(CN2C(=O)NC3(CCCCC3C)C2=O)n1 (stereo unspecified) | 18 | -1 | 7 | 5 | 0 | i | -0.6 | -2 | 1 | -1.2
Nc1ccc(S(=O)(=O)NC(=O)c2ccccc2)cc1 | 2 | -1 | 4 | 2 | 11 | i | -0.4 | 1 | -3 | -1.4
COc1ccc(Cl)cc1CNCCCSc1ncccn1 | -1 | -5 | -16 | 0 | -1 | i | -0.8 | -1 | -7 | -3.1
COc1ccc(-c2noc(CSc3nnc(Cc4ccccc4)n3-c3cccc(C)c3)n2)cc1OC | 18 | 1 | -14 | 7 | -2 | i | -0.4 | 0 | 9 | 2.9
COc1ccc(-c2cc(C(F)(F)F)n3nc(C(=O)NCc4ccco4)c(Cl)c3n2)cc1 | -40 | 5 | 5 | 3 | 7 | i | 0.0 | 0 | 6 | 0.7
CCN(CC)c1ccc(NC(=O)c2ccc(Br)o2)c(C)c1 | 14 | -3 | 3 | -1 | -6 | i | 0.7 | -1 | -2 | -1.0
COc1ccc(C2CC(=O)C(C=NCCN3CCN(C(C)=O)CC3)=C(O)C2)cc1 (stereo unspecified) | 7 | 2 | -5 | 1 | 2 | i | 0.2 | 0 | -1 | -2.1
CC(=O)Nc1cccc(OCCCNC(=O)c2cccc3ccccc23)c1 | 8 | -10 | 5 | -5 | 0 | i | -0.5 | -1 | -3 | -0.6
C/C(=N\NC(=O)c1nnn(-c2nonc2N)c1CN1CCOCC1)c1ccc(CC(C)C)cc1 | -12 | -2 | 19 | 3 | 0 | i | 0.4 | -2 | 2 | -1.6

An excerpt of these results, with two lines to a compound:
Under each structure: SKN-1 block | Scp-1 inhibitor | CendR NRP1 mod | SUMO1-SIM PPI | DNMT1 inh | Neddyl block | TbMetRS inhib | STEP inh | NadD block | LMPTP block
O=c1nc2ccccc2c(NS(=O)(=O)c2ccccc2)n1-c1ccccc1
→ -13 | 1 | 15 | -7 | 3 | i | -0.7 | -1 | 2 | -0.5
CS(=O)(=O)N1CCN(c2ccc([N+](=O)[O-])cc2C(F)(F)F)CC1
→ -2 | -6 | 4 | -36 | 1 | i | 0.8 | -2 | -2 | -1.3
CC1(C)Cc2cccc(OCC(=O)N3CCN(c4ccccc4Cl)CC3)c2O1
→ 21 | -7 | 3 | 3 | -3 | i | -0.4 | 1 | -7 | 0.5
Cc1c(OCC(=O)NCC(O)c2ccccc2)ccc2c3c(c(=O)oc12)CCC3 (stereo unspecified)
→ 3 | -3 | 10 | -5 | 6 | i | -0.4 | -2 | -3 | -0.9
N=c1ccn2c(n1)O[C@H]1[C@@H](CO)[C@H](O)O[C@H]12
→ -6 | -6 | -8 | -3 | 3 | i | -1.5 | -5 | 1 | -1.0
Cc1ccc(NC(=O)c2cc(NC(=O)CCC(=O)O)ccc2N2CCCCC2)cc1
→ 11 | -5 | -14 | 0 | 3 | i | -0.7 | 1 | -1 | -0.5
C=CC[C@@H](CC(=O)NCCO)C(=O)N[C@@H](C)COC(=O)[C@@H](CC=C)Cc1ccc(F)cc1
→ -11 | -14 | 6 | 9 | 5 | i | -0.2 | -3 | -5 | -1.4
Cc1cccc(C)c1NC(=O)COC(=O)C1C2CC3OC(=O)C1C3C2 (stereo unspecified)
→ 11 | -8 | -7 | -4 | -2 | i | -0.1 | -1 | 6 | -2.0
CCC(CO)Oc1cc(NCc2cccc(Cl)c2)c2ncn(C(C)C)c2c1 (stereo unspecified)
→ 6 | 8 | -10 | -10 | -5 | i | 0.9 | 0 | 7 | 0.3
Cc1ccc(F)c(NC(=S)Nc2cccc3ccccc23)c1
→ 4 | · | -2 | -18 | -12 | i | -0.2 | 1 | 2 | 0.6
CN(CC(=O)Nc1ccc(N2CCOCC2)cc1)C(=O)CC(c1ccccc1)c1ccccc1
→ -6 | 7 | -4 | 3 | -1 | i | 0.7 | 0 | 1 | 1.0
COc1ccc(Cn2nnnc2C(c2ccncc2)N2CCOCC2)cc1 (stereo unspecified)
→ 3 | -3 | 1 | -18 | -4 | i | -0.1 | 0 | -5 | -2.3
C=CCn1c(SCC(=O)NCc2ccco2)nnc1-c1ccc2ccccc2n1
→ 8 | 33 | -23 | 6 | 4 | i | -0.8 | -2 | 1 | 1.9
